Bioassay records (PubChem BioAssay)
PAX8 reporter – inhibitors of PAX8-driven TPO luciferase reporter, primary screen, RMG-I cells, single concentration. SteadyGlo, 24 h. inhibition, % at 12.6 µM. 360,000 tested, 1.2% active. AID 652154, 2013;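 active = mean replicate inhibition at least 60% with every replicate also reaching 60%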;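 also: luciferase light reporting Pax8 driven TPO promoter activity; plate controls were median of neutral control wells for no effect and mitoxantrone controls for full effect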
S100A4 inh HTS – inhibitors of S100A4-myosin IIA peptide binding, primary screen, biochemical, fluorescence polarization, TAMRA-MyoIIA peptide. Protein S100-A4 (Homo sapiens), P26447. inhibition, % at 10.7 µM. 360,000 tested, 0.14% active;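 active = mean inhibition of at least 70% across replicates, with every replicate also reaching that level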
Target sequence (P26447 whole entry, looked up): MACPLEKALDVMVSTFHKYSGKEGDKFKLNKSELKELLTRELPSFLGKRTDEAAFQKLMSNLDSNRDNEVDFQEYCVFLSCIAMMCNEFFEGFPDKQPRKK
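Test system: S100A4 monomer protein. Medium: HEPES buffer with Ca2+, pH 7.2. Reagent: fluorescent myosin IIA peptide, 5 nM. Compound dosing: single-point compound testing. Timing: 5 min between mix addition and reading. Benchmarks: DMSO neutral and TFP positive wells.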
FN deposit inh – inhibitors of fibronectin matrix deposition, primary screen, AH1F cells, Alexa488-fibronectin fluorescence, plate reader; AH1F fibroblasts, overnight; AID 743247, 2014; 350,000 tested, 0.086% active; inhibition, % at 12.6 µM;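 active = mean inhibition across replicates of 30% or more, regardless of how many single replicates reach that level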;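 also: positive control wells lacked labelled fibronectin entirely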
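test system = AH1F fibroblasts assembling fluorescent fibronectin matrix | quantity = 10000 AH1F cells per well | buffer or medium = DMEM plus 2% serum, read in PBS | doses = single dose, pinned | incubation = 1 h cell attachment, overnight exposure to compound and label | detection = fluorescence at 485 nm excitation, 525 nm emission | read-out basis = inhibition from reduced deposited-fibronectin fluorescence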
PglD DTNB – C. jejuni PglD acetyltransferase inhibitors, primary screen, biochemical, DTNB colorimetric, single point; UDP-N-acetylbacillosamine N-acetyltransferase PglD (Campylobacter jejuni); purified PglD enzyme, DTNB colorimetric CoA detection; inhibition, % at 12.5 µM; 360,000 tested, 0.098% active; AID 602405, 2012; in the data active = inhibition above about 16%, passing the limit was not always enough; also: strong numbers were not always called active
PGC1a acetyl inh – inhibitors of PGC1a acetylation signal, primary screen, cell-based, U2OS, AlphaScreen, inhibitor mode. AlphaScreen anti-acetyl-lysine; with virally co-expressed GCN5 acetyltransferase. inhibition, % at 15.6 µM. 350,000 tested, 0.17% active;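 active = every replicate shows inhibition of at least 40%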;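 also: 0% = neutral control wells and 100% = positive control wells; some results beyond the cut were filed as inactive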
ERAP1 inh – human ERAP1 aminopeptidase inhibitors, primary screen, biochemical, single point, plate reader. inhibition, % at 10.7 µM. recombinant ERAP1, Leu-AMC fluorescence, 60 min. AID 652197, 2013. 340,000 tested, 0.15% active;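 active = mean replicate inhibition of at least 30%, or all replicates individually reaching that 30% level; inactive = mean below 30% and not every replicate reaching it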;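 also: 0% = neutral control wells and 100% = L-leucinethiol positive control wells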
Target sequence (Q9NZ08 whole entry, looked up): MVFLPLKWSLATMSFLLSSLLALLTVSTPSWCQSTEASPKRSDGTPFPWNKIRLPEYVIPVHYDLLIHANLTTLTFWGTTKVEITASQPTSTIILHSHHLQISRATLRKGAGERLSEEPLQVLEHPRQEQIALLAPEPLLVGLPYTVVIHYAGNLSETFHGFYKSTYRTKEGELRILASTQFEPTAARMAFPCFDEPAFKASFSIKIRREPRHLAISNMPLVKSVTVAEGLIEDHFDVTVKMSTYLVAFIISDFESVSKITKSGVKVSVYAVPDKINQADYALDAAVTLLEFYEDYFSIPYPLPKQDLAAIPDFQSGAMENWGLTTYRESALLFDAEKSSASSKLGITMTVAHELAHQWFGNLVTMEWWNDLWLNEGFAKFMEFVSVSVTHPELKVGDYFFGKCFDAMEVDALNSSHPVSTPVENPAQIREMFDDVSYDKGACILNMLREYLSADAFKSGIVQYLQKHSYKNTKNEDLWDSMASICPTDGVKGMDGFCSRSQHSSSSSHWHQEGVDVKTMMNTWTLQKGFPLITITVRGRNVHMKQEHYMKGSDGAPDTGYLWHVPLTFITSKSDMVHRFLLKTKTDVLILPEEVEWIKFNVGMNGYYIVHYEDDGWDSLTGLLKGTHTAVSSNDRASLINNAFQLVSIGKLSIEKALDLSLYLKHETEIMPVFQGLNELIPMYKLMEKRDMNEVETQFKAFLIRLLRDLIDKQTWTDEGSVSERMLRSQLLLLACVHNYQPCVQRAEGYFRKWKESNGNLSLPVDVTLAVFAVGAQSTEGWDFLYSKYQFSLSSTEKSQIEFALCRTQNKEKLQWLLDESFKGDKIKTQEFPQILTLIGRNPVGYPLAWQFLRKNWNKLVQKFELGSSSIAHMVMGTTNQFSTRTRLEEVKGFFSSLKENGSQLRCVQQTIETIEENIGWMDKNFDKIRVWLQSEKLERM
LGR2 antag – inhibitors of bursicon-induced LGR2 CRE-luciferase signal, primary screen, cell-based, HEK293, CRE-luciferase reporter, bursicon stimulation; AID 720647, 2013; bursicon-stimulated, 4 h; 380,000 tested, 0.35% active; Drosophila bursicon receptor LGR2 (rickets); inhibition, % at 9.99 µM;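 active = drop in luminescence signal, shown as inhibition above about 50% in the replicate tests, limit read from the data, passing the limit was not always enough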;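 also: agonist challenge used bursicon conditioned medium at about half maximal strength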
EWS-Fli block – EWS/Fli-driven NR0B1 reporter inhibitors, primary screen, A673 cells, NR0B1 luciferase, luminescence, MLPCN library; viability-normalised; inhibition, % at 12.6 µM; 350,000 tested, 0.67% active; AID 651661, 2012;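 active = mean inhibition of at least 50% after viability correction, with every replicate also passing that limit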;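 also: firefly luciferase signal divided by Alamar Blue viability fluorescence both relative to DMSO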
An asterisk follows results filed as active; nt = not tested or not shown.

SMILES	PAX8 reporter	S100A4 inh HTS	FN deposit inh	PglD DTNB	PGC1a acetyl inh	ERAP1 inh	LGR2 antag	EWS-Fli block
O=C(/C=C/c1ccc([N+](=O)[O-])cc1)OCC(=O)N1CCOCC1	6	-3	5	-2	-3	0	8	6
CN1CC(c2ccccc2)C2(COc3ccccc3C2=O)C12C(=O)Nc1ccccc12 (stereo not given)	21	nt	3	-2	15	nt	nt	nt
CS(=O)(=O)c1cccc(NC(=O)C2CC2)c1	16	4	nt	nt	nt	5	4	7
CN1CCN(C=Nc2nc3ccccc3nc2N2CCCC2)CC1	-13	7	3	4	nt	4	5	-10
Cc1cccn2c(=O)nc(SCC(=O)NCCc3ccccc3)nc12	-3	0	6	nt	nt	-1	-4	-5
CCCn1cc(S(=O)(=O)c2ccc(F)cc2)c(=O)c2cc(OCC)ccc21	6	-4	6	1	-8	-2	-4	nt
Cc1cccc(C(=O)Nc2ccccc2C(=O)OCc2c(C)noc2C)c1	-3	0	0	-1	-3	0	-4	nt
C[C@H]1CN([C@@H](C)CO)C(=O)c2cc(NS(C)(=O)=O)ccc2O[C@@H]1CN(C)C(=O)Nc1ccccc1	-12	0	nt	4	4	0	-1	-1
COc1ccc(S(=O)(=O)CCC(=O)Nc2cc(C)ccc2OC)cc1	-12	3	-12	nt	nt	-4	-5	2
COc1ccc(NC(=O)c2c3c(nc4ccccc24)CCN(Cc2ccccc2)C3)c(OC)c1	1	-8	7	1	-10	-1	-16	15
COc1ccc(C)cc1NC(=O)c1ccc(CN2CCc3ccccc3C2)cc1	10	-6	-7	3	14	1	11	6
Cn1nc([N+](=O)[O-])nc1Oc1ccccc1	nt	nt	-4	-1	4	nt	-1	nt
CC(C)NC(=O)Nc1ccc2c(c1)C(=O)N([C@H](C)CO)C[C@@H](C)[C@@H](CN(C)Cc1ccc(C(=O)O)cc1)OCCCC[C@@H](C)O2	-2	-1	-3	-2	-1	-2	1	-5
CN1[C@H](C(=O)NCc2ccccn2)[C@@H](CO)[C@@H]2Cn3c(ccc(-c4ccc(F)cc4)c3=O)[C@@H]21	-4	-3	-5	1	nt	-1	29	-2
CSCCC(NC(=O)COc1ccccc1)C(=O)N1CCN(c2ccccc2O)CC1 (stereo not given)	11	-3	-3	2	1	-1	0	2
CC(C)NC(=O)Nc1ccc2c(c1)C(=O)N([C@H](C)CO)C[C@H](C)[C@H](CN(C)Cc1ccc(C(=O)O)cc1)OCCCC[C@H](C)O2	6	2	-3	-3	9	-2	8	-2
C[C@@H]1CN([C@H](C)CO)C(=O)c2cccc(NC(=O)Nc3cccc4ccccc34)c2O[C@H]1CN(C)S(=O)(=O)c1ccc(F)cc1	nt	19	nt	nt	-2	2	18	5
Cc1ccc2c(=O)c(C(=O)c3ccc(F)cc3)cn(CC(=O)NCc3ccco3)c2n1	4	0	7	1	-8	-1	6	-3
O=C(NCc1ccccc1)c1ccccc1NC(=O)C1CCCCC1	nt	-6	2	-3	-1	2	6	nt
CCCCNC(=O)C(NC(=O)c1cnccn1)C(=O)c1ccccc1 (stereo not given)	10	4	4	nt	nt	nt	-2	-2
OCCC1CN(CCCn2cccn2)CCN1C1CCCCC1 (stereo not given)	7	1	1	nt	4	-1	-8	-3
C/C=C/c1ccc([C@H]2[C@@H](CO)N(C(=O)NCCC)[C@H]2CNC(=O)C2CCC2)cc1	nt	6	-6	nt	nt	0	3	nt
CCN(CC)S(=O)(=O)c1ccc(N(C)CCc2ccc(OC)c(OC)c2)nc1	20	-1	1	nt	-25	-3	-2	0
Cc1ccc(CNC(=S)Nc2cc(C(=O)O)ccc2C)cc1	-8	4	-21	nt	nt	3	-11	0

Whole records, quoted from the list.
CN1[C@H](C(=O)NCc2ccccn2)[C@@H](CO)[C@@H]2Cn3c(ccc(-c4ccc(F)cc4)c3=O)[C@@H]21 as listed: PAX8 reporter: -4; S100A4 inh HTS: -3; FN deposit inh: -5; PglD DTNB: 1; PGC1a acetyl inh: nt; ERAP1 inh: -1; LGR2 antag: 29; EWS-Fli block: -2
Cc1ccc2c(=O)c(C(=O)c3ccc(F)cc3)cn(CC(=O)NCc3ccco3)c2n1 as listed: PAX8 reporter: 4; S100A4 inh HTS: 0; FN deposit inh: 7; PglD DTNB: 1; PGC1a acetyl inh: -8; ERAP1 inh: -1; LGR2 antag: 6; EWS-Fli block: -3

Next entries.
SMILES	PAX8 reporter	S100A4 inh HTS	FN deposit inh	PglD DTNB	PGC1a acetyl inh	ERAP1 inh	LGR2 antag	EWS-Fli block
CCc1ccc(CNC(=O)CCc2cn(C)c3ccccc23)cc1	8	-6	-2	2	nt	1	1	7
CCS(=O)(=O)c1nc(S(=O)(=O)c2ccc(C)cc2)c(N2CC(C)CC(C)C2)s1 (stereo not given)	-2	-5	8	-4	-2	0	19	13
O=C(NCc1ccc2c(c1)OCO2)c1ccc(CS(=O)Cc2cccc(Cl)c2)o1 (stereo not given)	8	-8	6	-5	-7	0	-3	0
CC(NC(=O)C(=O)NCCCn1ccnc1)c1ccccc1 (stereo not given)	2	-2	15	nt	18	1	4	2
Cc1ccc(C(=O)N/N=C\C2CC=CCC2)cc1[N+](=O)[O-] (stereo not given)	-2	-4	nt	-13	nt	-2	7	-2
Nc1nc2ncccn2c1-c1ccc(F)c(F)c1	-40	-3	1	nt	nt	nt	0	0
Cc1ccc(OCc2cc(C(=O)NC(C)Cc3cnccn3)no2)cc1C (stereo not given)	-15	5	nt	-1	nt	-3	-7	-9
O=C(NC(=S)Nc1nc(-c2ccccc2)cs1)c1cccnc1	-5	-4	-4	nt	9	10	nt	-21
C[C@@H]1CN([C@@H](C)CO)C(=O)c2cc(NS(=O)(=O)c3cn(C)cn3)ccc2O[C@@H]1CN(C)Cc1ccc2c(c1)OCO2	nt	-3	nt	4	-2	1	1	0
CCc1ccccc1NC(=O)C1CCN(C(=O)c2ccc([N+](=O)[O-])cc2)CC1	-14	0	-4	46*	-3	3	5	-19
CCCN(CCC)c1ccc(CC(=O)NC(C)Cc2ccccc2)cc1 (stereo not given)	-3	1	-6	nt	nt	-2	nt	1
C[C@H]1CN([C@@H](C)CO)C(=O)Cc2cc(NC(=O)CCCCCC(=O)Nc3ccccc3N)ccc2O[C@@H]1CN(C)C(=O)Nc1ccccc1	3	11	nt	2	-8	-3	5	-8
Fc1cc(F)cc(NC(=S)Nc2ccccc2N2CCOCC2)c1	-12	-4	-1	nt	nt	8	8	8
COc1ccc(Cc2nnc(SCC(=O)Nc3ccccc3C#N)o2)cc1	nt	-5	2	-1	2	3	-5	nt
COc1ccc(S(=O)(=O)Nc2cccc3c2O[C@H](CN(C)S(=O)(=O)c2ccc(C)cc2)[C@@H](C)CN([C@@H](C)CO)C3=O)cc1	17	nt	nt	2	-4	nt	7	-4
COCCNC(=O)[C@@H]1CCCN1S(=O)(=O)c1cccc2cccnc12	6	1	3	0	-4	1	-8	7
CC(C)C#Cc1ccc([C@@H]2[C@@H](CO)N3CCCCN(S(=O)(=O)Cc4ccccc4)C[C@H]23)cc1	24	-5	nt	1	2	1	4	7
Cc1noc(C)c1S(=O)(=O)Nc1ccc2c(c1)C(=O)N([C@@H](C)CO)C[C@H](C)[C@H](CN(C)C(=O)NC1CCCCC1)OCCCC[C@H](C)O2	15	2	nt	-1	nt	1	-4	12
CCOc1cc(/C=N/NC(=O)c2c(C)nc3ccc(Cl)cn23)ccc1O	nt	-4	5	0	3	-2	12	-10
COC(=O)c1[nH]c2ccccc2c1NC(=O)c1c(F)cccc1F	23	-5	3	nt	nt	-3	nt	7
Cc1ccccc1N=Cc1c(O)n(-c2nccs2)c(=O)c2ccccc12	-3	-3	0	-22	-9	0	7	8
CN(C)C(=O)C[C@H]1CC[C@@H]2[C@@H](COc3ccc(NC(=O)c4cnccn4)cc3C(=O)N2C)O1	22	-5	-1	-1	-1	-2	-11	1
O=C(CNC1CCCCC1)Nc1cccc(C(F)(F)F)c1	-12	-12	5	2	5	-1	-8	-4
COc1ccc2c(c1)C(=O)[C@H](O)[C@@H](c1ccc(OC)c(Br)c1)O2	-32	-1	17	nt	nt	-2	-23	-10

Entries listed so far that have an aryl thioether with sulfur outside any ring (2):
SMILES	PAX8 reporter	S100A4 inh HTS	FN deposit inh	PglD DTNB	PGC1a acetyl inh	ERAP1 inh	LGR2 antag	EWS-Fli block
Cc1cccn2c(=O)nc(SCC(=O)NCCc3ccccc3)nc12	-3	0	6	nt	nt	-1	-4	-5
COc1ccc(Cc2nnc(SCC(=O)Nc3ccccc3C#N)o2)cc1	nt	-5	2	-1	2	3	-5	nt

Other records
SMILES	PAX8 reporter	S100A4 inh HTS	FN deposit inh	PglD DTNB	PGC1a acetyl inh	ERAP1 inh	LGR2 antag	EWS-Fli block
NC(=O)c1ccc(NC(=O)CSc2nnc(C3CCCCC3)n2N)cc1	10	2	6	3	-1	1	5	-1
CC1(c2ccc3c(c2)OCCCO3)NC(=O)N(CC(=O)NCCc2ccccc2)C1=O (stereo not given)	-7	-1	3	2	nt	2	-9	4
CC(C)CC(=O)NNC(=O)C(C)C	26	1	-5	-7	-4	0	nt	-3
O=[N+]([O-])c1ccc2c(c1)nc1n2CCCCC1	-3	6	-2	nt	3	1	-6	-6
COc1ccc(CN2CCNC(=O)C2CC(=O)N(C)Cc2nc(C)cs2)c(OC)c1 (stereo not given)	8	-6	8	-7	5	-2	-3	-53
CCN1CCN(c2sc(S(=O)(=O)CC)nc2S(=O)(=O)c2ccc(Cl)cc2)CC1	-7	2	-5	-2	nt	1	-5	11
COc1cccc(-c2sc3ccc(OC)cc3c2-c2ccc(OC)cc2F)c1	-28	-12	-18	1	3	nt	2	-41
CN1C(=O)C(C(=O)Nc2ccccc2F)c2ccccc21 (stereo not given)	1	4	8	nt	nt	3	-1	-5
COc1ccc2c(c1)c1ncn(CCc3ccccc3)c(=O)c1n2C	nt	nt	8	7	6	nt	8	nt

Shown as a hit in PglD DTNB, of those listed so far:
SMILES	S100A4 inh HTS	PglD DTNB	PGC1a acetyl inh	ERAP1 inh	LGR2 antag
CCc1ccccc1NC(=O)C1CCN(C(=O)c2ccc([N+](=O)[O-])cc2)CC1	0	46*	-3	3	5

3 entries drawn at random from the list so far, as already listed:
SMILES	PAX8 reporter	S100A4 inh HTS	FN deposit inh	PglD DTNB	PGC1a acetyl inh	ERAP1 inh	LGR2 antag	EWS-Fli block
COc1ccc(C)cc1NC(=O)c1ccc(CN2CCc3ccccc3C2)cc1	10	-6	-7	3	14	1	11	6
O=C(NCc1ccc2c(c1)OCO2)c1ccc(CS(=O)Cc2cccc(Cl)c2)o1 (stereo not given)	8	-8	6	-5	-7	0	-3	0
CC(C)NC(=O)Nc1ccc2c(c1)C(=O)N([C@H](C)CO)C[C@H](C)[C@H](CN(C)Cc1ccc(C(=O)O)cc1)OCCCC[C@H](C)O2	6	2	-3	-3	9	-2	8	-2
